TcdB inh = TcdB glycohydrolase inhibitors, primary screen, biochemical, single point, plate reader; inhibition, % at 9.99 µM; actives 0.24% (n = 350,000); TcdB glycohydrolase enzymatic assay; AID 652162, 2013; in the data active means inhibition above about 10%
Target sequence (P18177 whole entry, looked up): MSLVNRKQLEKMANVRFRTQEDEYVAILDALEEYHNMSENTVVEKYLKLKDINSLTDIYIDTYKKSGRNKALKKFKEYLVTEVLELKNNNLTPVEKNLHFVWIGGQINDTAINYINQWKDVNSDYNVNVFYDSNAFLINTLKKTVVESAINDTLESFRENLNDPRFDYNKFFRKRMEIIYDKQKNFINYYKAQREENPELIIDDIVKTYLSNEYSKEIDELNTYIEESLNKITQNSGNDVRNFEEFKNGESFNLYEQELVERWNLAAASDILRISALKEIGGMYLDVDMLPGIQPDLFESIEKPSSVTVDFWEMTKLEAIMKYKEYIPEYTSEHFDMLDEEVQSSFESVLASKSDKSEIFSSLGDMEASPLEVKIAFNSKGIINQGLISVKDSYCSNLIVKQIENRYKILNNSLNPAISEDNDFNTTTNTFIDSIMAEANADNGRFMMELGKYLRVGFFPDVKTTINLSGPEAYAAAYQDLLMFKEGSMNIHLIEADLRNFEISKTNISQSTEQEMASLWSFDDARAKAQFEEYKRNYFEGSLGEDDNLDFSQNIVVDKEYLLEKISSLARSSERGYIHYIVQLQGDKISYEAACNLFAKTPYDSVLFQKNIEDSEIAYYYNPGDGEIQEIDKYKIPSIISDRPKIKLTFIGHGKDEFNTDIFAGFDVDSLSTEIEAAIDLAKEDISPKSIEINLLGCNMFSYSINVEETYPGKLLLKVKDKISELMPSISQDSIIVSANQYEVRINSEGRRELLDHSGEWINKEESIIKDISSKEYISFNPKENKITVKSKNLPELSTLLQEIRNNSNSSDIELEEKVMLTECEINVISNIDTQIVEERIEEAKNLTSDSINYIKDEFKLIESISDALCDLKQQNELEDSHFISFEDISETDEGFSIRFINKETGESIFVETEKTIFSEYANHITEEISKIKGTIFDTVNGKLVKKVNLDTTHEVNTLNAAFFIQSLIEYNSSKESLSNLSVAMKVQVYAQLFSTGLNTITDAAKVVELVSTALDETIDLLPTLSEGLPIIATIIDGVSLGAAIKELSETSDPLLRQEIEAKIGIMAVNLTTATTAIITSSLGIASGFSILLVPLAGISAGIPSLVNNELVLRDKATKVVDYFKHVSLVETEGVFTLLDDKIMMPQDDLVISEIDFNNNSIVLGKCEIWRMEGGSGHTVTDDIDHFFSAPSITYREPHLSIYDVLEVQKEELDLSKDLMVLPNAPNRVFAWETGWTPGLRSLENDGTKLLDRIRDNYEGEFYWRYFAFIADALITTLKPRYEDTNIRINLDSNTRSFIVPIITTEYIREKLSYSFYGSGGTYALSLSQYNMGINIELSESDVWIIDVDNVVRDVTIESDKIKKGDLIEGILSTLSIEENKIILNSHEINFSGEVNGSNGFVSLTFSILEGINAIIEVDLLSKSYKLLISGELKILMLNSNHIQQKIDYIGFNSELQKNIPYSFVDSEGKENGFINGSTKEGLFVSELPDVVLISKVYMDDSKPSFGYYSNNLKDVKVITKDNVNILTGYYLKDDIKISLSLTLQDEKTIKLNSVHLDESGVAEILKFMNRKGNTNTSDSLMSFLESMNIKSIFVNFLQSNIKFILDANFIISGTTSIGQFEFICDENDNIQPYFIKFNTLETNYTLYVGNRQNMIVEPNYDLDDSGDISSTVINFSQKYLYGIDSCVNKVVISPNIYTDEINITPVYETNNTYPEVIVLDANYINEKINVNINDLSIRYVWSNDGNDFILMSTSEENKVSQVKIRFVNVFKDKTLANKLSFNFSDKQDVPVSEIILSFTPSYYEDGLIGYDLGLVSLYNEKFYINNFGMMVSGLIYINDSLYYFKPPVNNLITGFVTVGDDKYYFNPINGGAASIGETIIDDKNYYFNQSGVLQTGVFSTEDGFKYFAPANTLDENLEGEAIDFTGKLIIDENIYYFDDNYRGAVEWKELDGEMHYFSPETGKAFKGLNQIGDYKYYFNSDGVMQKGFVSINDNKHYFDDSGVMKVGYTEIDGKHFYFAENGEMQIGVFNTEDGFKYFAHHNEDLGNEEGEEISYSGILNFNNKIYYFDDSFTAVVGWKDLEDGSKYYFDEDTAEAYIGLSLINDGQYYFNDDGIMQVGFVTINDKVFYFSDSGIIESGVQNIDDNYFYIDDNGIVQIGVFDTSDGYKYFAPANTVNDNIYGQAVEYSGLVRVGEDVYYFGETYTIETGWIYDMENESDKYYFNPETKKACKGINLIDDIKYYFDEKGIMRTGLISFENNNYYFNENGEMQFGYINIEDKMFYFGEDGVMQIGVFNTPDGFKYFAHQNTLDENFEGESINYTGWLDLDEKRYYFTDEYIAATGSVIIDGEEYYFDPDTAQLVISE
An asterisk follows results filed as active; & = joins results of further samples. This is a subset; rates above refer to the full screens.

`CCC(=O)N1CCCCN2[C@@H](CO)[C@@H](c3ccc(-c4cccc(C#N)c4)cc3)[C@@H]2C1` gave TcdB inh 0.1.
For Cc1noc(C)c1NC(=O)N(C)C[C@@H]1Oc2ccc(N(C)C)cc2C(=O)N([C@H](C)CO)C[C@H]1C the results were TcdB inh -3.3.
Screening Cc1noc(C)c1NC(=O)N(C)C[C@@H]1Oc2ccc(NC(=O)CCCCCC(=O)Nc3ccccc3N)cc2C(=O)N([C@@H](C)CO)C[C@@H]1C returned TcdB inh 0.6.
`COc1ccc(CNC(=O)C[C@@H]2C=C[C@H](NS(=O)(=O)c3cccc(OC)c3)[C@H](CO)O2)cc1` gave TcdB inh -2.4.
Screening C[C@H](CO)N1C[C@H](C)[C@@H](CN(C)C(=O)c2ccccc2)OCCCC[C@H](C)Oc2ccc(NC(=O)c3ccncc3)cc2C1=O returned TcdB inh -7.0.
CO[C@H]1CN(C)C(=O)c2ccc(NC(=O)C3CC3)cc2OC[C@H](C)N(C(=O)C2CCOCC2)C[C@@H]1C was read as TcdB inh 0.2.
Screening CC(C)(C)[S@](=O)N1Cc2cc(C(=O)NCC(F)(F)F)nc(-c3cccc(-c4cccc(F)c4)c3)c2[C@@H]1CCO returned TcdB inh 3.7.
For CO[C@@H]1CN(C)C(=O)c2cc(NC(=O)Nc3ccccc3F)ccc2OC[C@H](C)N(C(C)=O)C[C@H]1C the results were TcdB inh 0.5.
Screening CC(C)CC#Cc1ccc2c(c1)O[C@@H](CN(C)C(=O)Nc1ccccc1)[C@@H](C)CN([C@H](C)CO)S2(=O)=O returned TcdB inh -5.1.
Screening CN(C)C(=O)c1ccc(-c2ccc([C@@H]3[C@H](CO)N4CCCCN(S(C)(=O)=O)C[C@@H]34)cc2)cc1 returned TcdB inh 0.4.
Screening CCN1[C@@H]2c3ccc(-c4ccccc4)c(=O)n3C[C@H]1[C@H](CO)[C@H]2C(=O)Nc1ccccc1 returned TcdB inh 1.3.
For C[C@H]1CN([C@@H](C)CO)C(=O)Cc2cc(NC(=O)Nc3ccccc3)ccc2O[C@@H]1CN(C)C(=O)Nc1ccc2c(c1)OCO2 the results were TcdB inh -6.5.
CO[C@H]1CN(C)C(=O)c2ccc(NC(=O)CC(F)(F)F)cc2OC[C@H](C)N(C(=O)C2CCOCC2)C[C@@H]1C was read as TcdB inh 0.8.
Screening CO[C@@H]1CN(C)C(=O)c2ccc(NC(=O)C3CCCC3)cc2OC[C@@H](C)N(Cc2cccnc2)C[C@H]1C returned TcdB inh -0.4.
For C[C@@H]1CN([C@@H](C)CO)C(=O)c2cc(NS(=O)(=O)c3ccc(Cl)cc3)ccc2O[C@@H](C)CCCCO[C@@H]1CN(C)C(=O)Nc1cccc2ccccc12 the results were TcdB inh 0.5.
Screening C[C@@H]1CN([C@@H](C)CO)C(=O)Cc2cc(NS(C)(=O)=O)ccc2O[C@H]1CN(C)C(=O)Nc1cccc2ccccc12 returned TcdB inh -0.2.
COc1cccc(S(=O)(=O)Nc2ccc3c(c2)C(=O)N(C)[C@@H]2CC[C@@H](CC(=O)NCC4CCCCC4)O[C@@H]2CO3)c1 was read as TcdB inh 0.6.
For CCCc1cn(CC[C@@H]2CC[C@@H](NC(=O)C3CCCCC3)[C@@H](CO)O2)nn1 the results were TcdB inh -0.9.
`COc1ccc(NC(=O)N(C)C[C@@H]2OCCCC[C@@H](C)Oc3ccc(NS(=O)(=O)c4ccc(Cl)cc4)cc3C(=O)N([C@H](C)CO)C[C@H]2C)cc1` gave TcdB inh -0.3.
For C[C@@H]1CCCCO[C@H](CN(C)C)[C@H](C)CN([C@H](C)CO)C(=O)c2cc(NC(=O)Nc3ccc4c(c3)OCO4)ccc2O1 the results were TcdB inh -2.0.
Screening C[C@H]1CN([C@@H](C)CO)C(=O)c2cc(NC(=O)Cc3cn(C)c4ccccc34)ccc2O[C@@H]1CN(C)S(=O)(=O)c1cccs1 returned TcdB inh -0.2.
COc1cccc(S(=O)(=O)Nc2ccc3c(c2)C(=O)N(C)[C@H]2CC[C@@H](CC(=O)NCC4CCCCC4)O[C@H]2CO3)c1 was read as TcdB inh -0.8.
For CO[C@H]1CN(C)C(=O)c2ccc(NC(=O)Nc3ccc(Cl)cc3)cc2OC[C@H](C)N(C)C[C@H]1C the results were TcdB inh 1.6.
CNC[C@H]1Oc2cc(-c3cccnc3)ccc2S(=O)(=O)N([C@H](C)CO)C[C@@H]1C was read as TcdB inh -2.0.
Cc1ccc(S(=O)(=O)N[C@@H]2CC[C@@H](CC(=O)NC3CCCCC3)O[C@H]2CO)cc1 was read as TcdB inh -0.7.
Screening CCCN(C)C[C@H]1Oc2ncc(C#CCN(C)C)cc2C(=O)N([C@@H](C)CO)C[C@H]1C returned TcdB inh -0.9.
Screening C[C@@H]1CN([C@@H](C)CO)C(=O)c2cc(NS(C)(=O)=O)ccc2O[C@@H](C)CCCCO[C@@H]1CN(C)Cc1ccc2c(c1)OCO2 returned TcdB inh -0.3.
Screening C[C@@H](NC(=O)C[C@H]1C[C@H]2c3cc(NS(C)(=O)=O)ccc3O[C@H]2[C@H](CO)O1)c1ccccc1 returned TcdB inh -2.2.
`C[C@H]1CN([C@@H](C)CO)C(=O)c2cc(NC(=O)Cc3cn(C)c4ccccc34)ccc2O[C@H]1CN(C)S(=O)(=O)c1ccc(Cl)cc1` gave TcdB inh -5.3.
Screening C[C@@H]1CN([C@@H](C)CO)S(=O)(=O)c2ccc(C3=CCCC3)cc2O[C@H]1CN(C)S(=O)(=O)c1cn(C)cn1 returned TcdB inh -0.1.
`COc1ccc(NC(=O)N(C)C[C@H]2Oc3ccc(NC(=O)Cn4cnnn4)cc3CC(=O)N([C@@H](C)CO)C[C@H]2C)cc1` gave TcdB inh -0.1.
Cc1noc(C)c1S(=O)(=O)N(C)C[C@H]1OCCCC[C@@H](C)Oc2ccc(NC(=O)NC3CCCCC3)cc2C(=O)N([C@@H](C)CO)C[C@H]1C was read as TcdB inh -0.3.
Screening CCC(=O)Nc1ccc2c(c1)OC[C@@H](C)N(Cc1ccccn1)C[C@H](C)[C@H](OC)CN(C)C2=O returned TcdB inh -0.2.
Screening CCN1[C@H](C(=O)NCc2ccccn2)[C@@H](CO)[C@@H]2Cn3c(ccc(C4=CCCC4)c3=O)[C@@H]21 returned TcdB inh -0.1.
`CCCNC(=O)N1C[C@H](C)[C@H](OC)CN(C)C(=O)c2cc(NS(C)(=O)=O)ccc2OC[C@@H]1C` gave TcdB inh -2.2.
`CO[C@H]1CN(C)C(=O)c2cc(NC(C)=O)ccc2OC[C@@H](C)N(C(=O)c2ccccn2)C[C@@H]1C` gave TcdB inh 0.6.
Screening COc1ccc(C#Cc2ccc([C@H]3[C@H]4CN(S(=O)(=O)c5ccccc5)CCCCN4[C@H]3CO)cc2)cc1 returned TcdB inh -2.1.
For C/C=C/c1ccc(C2[C@H]3CNC[C@@H]2N3S(=O)(=O)c2ccccc2OC)cc1 (some centres undefined) the results were TcdB inh -0.8&-1.8.
For Cn1cnc(S(=O)(=O)N2C[C@H](O)COC[C@@H]3O[C@@H](CC(=O)NCc4cc(F)cc(F)c4)CC[C@H]32)c1 the results were TcdB inh -0.4.
For CCC(=O)N(C)C[C@H]1Oc2cc(C#CCC3CCCC3)ccc2S(=O)(=O)N([C@H](C)CO)C[C@@H]1C the results were TcdB inh 0.3.
`COc1ccc(NC(=O)Nc2ccc3c(c2)C(=O)N([C@H](C)CO)C[C@@H](C)[C@@H](CN(C)S(=O)(=O)c2ccc(C)cc2)O3)cc1` gave TcdB inh 0.6.
O=C(N[C@@H]1CC[C@H](CCNS(=O)(=O)Cc2ccccc2)O[C@@H]1CO)c1cnccn1 was read as TcdB inh -1.0.
`C[C@@H]1CN([C@@H](C)CO)C(=O)Cc2cc(NC(=O)Nc3ccccc3)ccc2O[C@@H]1CN(C)S(=O)(=O)c1ccccc1` gave TcdB inh 0.6.
For C[C@H](CO)N1C[C@H](C)[C@@H](CN(C)Cc2ccc(-c3ccccc3)cc2)Oc2ncc(-c3cccnc3)cc2C1=O the results were TcdB inh 0.4.
Screening COc1cccc(NC(=O)N(C)C[C@@H]2OCc3ccccc3-c3ccccc3C(=O)N([C@H](C)CO)C[C@H]2C)c1 returned TcdB inh -0.7.
`C[C@@H]1CN([C@H](C)CO)C(=O)c2cc(NC(=O)Nc3ccc(F)cc3)ccc2O[C@H]1CN(C)CC1CCCCC1` gave TcdB inh 0.8.
Cc1noc(C)c1S(=O)(=O)Nc1ccc2c(c1)C(=O)N([C@H](C)CO)C[C@H](C)[C@@H](CN(C)C(=O)C1CCCCC1)OCCCC[C@@H](C)O2 was read as TcdB inh 1.3.
CCS(=O)(=O)Nc1ccc2c(c1)C(=O)N(C)C[C@H](OC)[C@H](C)CN(CC1CCCCC1)[C@H](C)CO2 was read as TcdB inh -0.7.
Screening CO[C@@H](CN(C)Cc1nccs1)[C@@H](C)CN([C@@H](C)CO)S(=O)(=O)c1ccc(F)cc1 returned TcdB inh -1.5.
For C[C@H](CO)N1C[C@H](C)[C@H](CN(C)S(=O)(=O)c2ccccc2)Oc2ncc(C#CC3(O)CCCC3)cc2C1=O the results were TcdB inh -0.7.
`C[C@H](CO)N1C[C@H](C)[C@H](CN(C)Cc2ccc(C(=O)Nc3ccccc3N)cc2)Oc2ccc(NS(=O)(=O)c3ccc(Cl)cc3)cc2C1=O` gave TcdB inh 0.3.
`C[C@H]1CN([C@@H](C)CO)C(=O)c2cc(NC(=O)Cn3cnnn3)ccc2O[C@H]1CN(C)CC1CCCCC1` gave TcdB inh -0.5.
Screening O=C(NCC[C@H]1CC[C@H](NC(=O)C2CCCCC2)[C@H](CO)O1)c1cnccn1 returned TcdB inh -0.4.
C[C@H](NC(=O)C[C@@H]1C[C@H]2c3cc(NC(=O)NC4CCCC4)ccc3O[C@H]2[C@H](CO)O1)c1ccccc1 was read as TcdB inh -1.4.
COc1ccccc1C#Cc1cnc2c(c1)C(=O)N([C@H](C)CO)C[C@@H](C)[C@@H](CN(C)C(C)=O)O2 was read as TcdB inh 1.5.
Screening Cc1noc(C)c1NC(=O)N(C)C[C@@H]1OCCCC[C@H](C)Oc2ccc(NS(=O)(=O)c3ccc(Cl)cc3)cc2C(=O)N([C@@H](C)CO)C[C@H]1C returned TcdB inh -8.3.
`O=C(C[C@@H]1CC[C@H]2[C@@H](COC[C@H](O)CN2C(=O)Nc2ccc(Cl)cc2)O1)NCc1ccncn1` gave TcdB inh 0.2.
Screening C[C@H]1CCCCO[C@H](CN(C)Cc2ccncc2)[C@@H](C)CN([C@@H](C)CO)C(=O)c2cc(NS(=O)(=O)c3ccc(F)cc3)ccc2O1 returned TcdB inh 0.2.
COc1ccccc1-c1ccc(C2[C@@H]3CN(S(=O)(=O)c4ccccc4C)C[C@H]2N3)cc1 (some centres undefined) was read as TcdB inh 0.6&1.3.
Screening C[C@H](CO)N1C[C@H](C)[C@@H](CN(C)C(=O)Cc2cccnc2)Oc2ncc(C3=CCCCC3)cc2C1=O returned TcdB inh -0.7.

Nothing new here: an excerpt of the list.
Cc1noc(C)c1S(=O)(=O)Nc1ccc2c(c1)C(=O)N([C@H](C)CO)C[C@H](C)[C@@H](CN(C)C(=O)C1CCCCC1)OCCCC[C@@H](C)O2 was read as TcdB inh 1.3.
CCS(=O)(=O)Nc1ccc2c(c1)C(=O)N(C)C[C@H](OC)[C@H](C)CN(CC1CCCCC1)[C@H](C)CO2 was read as TcdB inh -0.7.
Screening CO[C@@H](CN(C)Cc1nccs1)[C@@H](C)CN([C@@H](C)CO)S(=O)(=O)c1ccc(F)cc1 returned TcdB inh -1.5.
For C[C@H](CO)N1C[C@H](C)[C@H](CN(C)S(=O)(=O)c2ccccc2)Oc2ncc(C#CC3(O)CCCC3)cc2C1=O the results were TcdB inh -0.7.
`C[C@H](CO)N1C[C@H](C)[C@H](CN(C)Cc2ccc(C(=O)Nc3ccccc3N)cc2)Oc2ccc(NS(=O)(=O)c3ccc(Cl)cc3)cc2C1=O` gave TcdB inh 0.3.
`C[C@H]1CN([C@@H](C)CO)C(=O)c2cc(NC(=O)Cn3cnnn3)ccc2O[C@H]1CN(C)CC1CCCCC1` gave TcdB inh -0.5.
Screening O=C(NCC[C@H]1CC[C@H](NC(=O)C2CCCCC2)[C@H](CO)O1)c1cnccn1 returned TcdB inh -0.4.
C[C@H](NC(=O)C[C@@H]1C[C@H]2c3cc(NC(=O)NC4CCCC4)ccc3O[C@H]2[C@H](CO)O1)c1ccccc1 was read as TcdB inh -1.4.
COc1ccccc1C#Cc1cnc2c(c1)C(=O)N([C@H](C)CO)C[C@@H](C)[C@@H](CN(C)C(C)=O)O2 was read as TcdB inh 1.5.
Screening Cc1noc(C)c1NC(=O)N(C)C[C@@H]1OCCCC[C@H](C)Oc2ccc(NS(=O)(=O)c3ccc(Cl)cc3)cc2C(=O)N([C@@H](C)CO)C[C@H]1C returned TcdB inh -8.3.
`O=C(C[C@@H]1CC[C@H]2[C@@H](COC[C@H](O)CN2C(=O)Nc2ccc(Cl)cc2)O1)NCc1ccncn1` gave TcdB inh 0.2.

Continuation.
Screening C[C@@H]1CN([C@@H](C)CO)C(=O)Cc2cc(NS(=O)(=O)c3ccccc3)ccc2O[C@@H]1CN(C)S(C)(=O)=O returned TcdB inh -2.5.
`C[C@@H]1CN([C@@H](C)CO)C(=O)Cc2cc(NS(=O)(=O)c3ccc(Cl)cc3)ccc2O[C@H]1CN(C)S(=O)(=O)c1ccccc1` gave TcdB inh -0.2.
C[C@@H]1CN([C@H](C)CO)C(=O)Cc2cc(NS(C)(=O)=O)ccc2O[C@@H]1CN(C)S(=O)(=O)c1ccc(F)cc1 was read as TcdB inh 1.9.
For COc1cccc(S(=O)(=O)N[C@@H]2CC[C@H](CC(=O)NCc3ccncc3)O[C@@H]2CO)c1 the results were TcdB inh 0.3.
For C[C@H]1CN([C@@H](C)CO)C(=O)c2cc(NC(=O)Nc3ccccc3)ccc2O[C@@H]1CN(C)S(=O)(=O)c1cccs1 the results were TcdB inh -2.4.
Screening C[C@H]1CN([C@@H](C)CO)C(=O)c2cccc(NC(=O)c3cnccn3)c2O[C@@H]1CN(C)Cc1ccc(-c2ccccc2)cc1 returned TcdB inh 0.3.
For O=C(Nc1ccc(F)cc1)Nc1ccc2c(c1)[C@H]1C[C@H](CC(=O)N3CCOCC3)O[C@H](CO)[C@H]1O2 the results were TcdB inh -0.8.
For C[C@H]1CCCCO[C@H](CN(C)C(=O)CCCN(C)C)[C@@H](C)CN([C@@H](C)CO)C(=O)c2cc(NC(=O)NC3CCCCC3)ccc2O1 the results were TcdB inh -0.4.
